Bioassay records (PubChem BioAssay)
KAT2A inh = qHTS Assay for Inhibitors of GCN5L2. Histone acetyltransferase KAT2A (Homo sapiens), Q92830. GCN5L2 HAT assay, ThioGlo1 CoA-SH fluorescence. Potency, µM (titrated, usually from 58.9 µM), without a hit: at the highest dose activity change, negative = inhibition, usual class: inhibitors. 390,000 tested, 0.21% active
Target sequence (Q92830 whole entry, looked up): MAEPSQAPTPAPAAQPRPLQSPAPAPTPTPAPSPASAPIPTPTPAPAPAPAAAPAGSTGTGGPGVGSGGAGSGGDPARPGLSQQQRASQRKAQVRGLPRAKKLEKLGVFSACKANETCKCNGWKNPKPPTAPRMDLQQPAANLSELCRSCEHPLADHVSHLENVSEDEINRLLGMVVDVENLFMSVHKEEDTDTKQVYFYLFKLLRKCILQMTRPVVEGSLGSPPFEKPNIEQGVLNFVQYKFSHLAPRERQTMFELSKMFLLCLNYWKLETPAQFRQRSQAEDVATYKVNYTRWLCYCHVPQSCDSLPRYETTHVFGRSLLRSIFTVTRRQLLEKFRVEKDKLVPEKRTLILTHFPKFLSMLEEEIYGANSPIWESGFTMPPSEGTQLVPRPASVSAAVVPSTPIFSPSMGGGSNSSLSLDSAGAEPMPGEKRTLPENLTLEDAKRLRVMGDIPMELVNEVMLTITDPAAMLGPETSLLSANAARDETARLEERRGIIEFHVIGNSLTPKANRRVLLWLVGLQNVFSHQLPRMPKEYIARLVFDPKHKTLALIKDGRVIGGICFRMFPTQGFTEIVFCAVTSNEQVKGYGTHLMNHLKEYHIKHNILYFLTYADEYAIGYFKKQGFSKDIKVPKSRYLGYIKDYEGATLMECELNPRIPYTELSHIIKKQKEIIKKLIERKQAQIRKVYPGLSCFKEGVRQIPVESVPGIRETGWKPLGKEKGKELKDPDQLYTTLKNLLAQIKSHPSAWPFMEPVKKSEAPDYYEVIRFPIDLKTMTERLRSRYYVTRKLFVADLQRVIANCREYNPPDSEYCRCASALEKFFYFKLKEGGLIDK
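Preincubate 20nM GCN5L2 with compound 15 min, RT → add 50uM ThioGlo1 + 75uM H3(1-25) + 70uM acetyl-CoA → read fluorescence 0 and 20 min. Primary qHTS; fluorescent artifacts likely.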
DT40 TDP1 no CPT = qHTS for Inhibitors of human tyrosyl-DNA phosphodiesterase 1 (TDP1): qHTS in cells in absence of CPT; DT40 Tdp1-/- hTDP1 cells, no CPT, ATP luminescence, 48 h; Potency, µM (series often up to 46.2 µM), without a hit: top-dose activity change, negative = growth inhibition, hits mostly inhibitors; 420,000 tested, 15% active; also: nearly all actives have a fitted effect of over 55% in size
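Chicken DT40 Tdp1-/- cells complemented with human TDP1, screened without camptothecin (DMSO vehicle only), 400 cells/well. Compounds pin-transferred, cells incubated at 37 °C for at least 48 hr. Growth read as ATP-dependent luminescence (CellTiter-Glo, 30 min at RT).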
TDP1 block = qHTS Assay for Inhibitors of Tyrosyl-DNA Phosphodiesterase (TDP1); Potency, µM (highest dose often 130 µM), without a hit: at the highest dose activity change, negative = inhibition, usual class: inhibitors; Tyrosyl-DNA phosphodiesterase 1 (Homo sapiens), Q9NUW8; 350,000 tested, 0.28% active; AID 485290, 2010; recombinant TDP1, AlphaScreen DNA substrate cleavage; also: nearly all actives have a fitted effect of over 40% in size
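E. coli-derived human Tdp1, 1 nM final. Cpd preinc 15 min RT; substrate 15 nM final, 5 min RT; AS bead mix 10 ug/ml final, 10 min RT. Signal loss = tyrosine-FITC cleavage. No-enzyme wells = max signal.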
* hit, by the source's call; [ ] = another dose, or the depositor's remark. Calls follow the shape of the dose curve; as a rule, active = well fitted curve in the direction sought with a large enough effect; inconclusive = small, poorly fitted or top-dose-only effect, or another doubt; inactive = no such curve, though single readings can be large; an effect the other way counts as inactive or inconclusive. % is scaled to controls: 0 for no effect and ±100 for the full control effect; potency is read from the fitted curve at half-maximal effect. Not all compounds are listed; the hit share may differ from the screen's.

Screening Cc1ccc(C(=O)Nc2ccccc2C(=O)NC(C(=O)O)C(C)C)cc1 (centres undefined) returned KAT2A inh -3%, DT40 TDP1 no CPT -3% and TDP1 block 6%.
`O=C(O)[C@@H]1CCCN1C(=O)c1ccco1` gave KAT2A inh -3%, DT40 TDP1 no CPT 0% and TDP1 block 2%.
`COCCn1c(SCC(=O)Nc2ccc(C)cc2)nc2c(oc3ccccc32)c1=O` gave KAT2A inh -13%, DT40 TDP1 no CPT -30% and TDP1 block -1%.
Cc1cc(C)c(NC(=O)C(C)n2nnc3sc(-c4ccccc4)cc3c2=O)c(C)c1 (centres undefined) was read as KAT2A inh -6%, DT40 TDP1 no CPT 0% and TDP1 block 2%.
Cc1cc(C)c(C#N)c(SCc2ccccc2C(=O)O)n1 was read as KAT2A inh -4%, DT40 TDP1 no CPT -15% and TDP1 block 4%.
Screening COc1ccccc1N1CCN(C(CNS(=O)(=O)c2cccs2)c2cccnc2)CC1 (centres undefined) returned KAT2A inh -7%, DT40 TDP1 no CPT inconclusive and TDP1 block 4%.
Screening CCCn1c(NCc2ccccc2C)nc2ccccc21 returned KAT2A inh -9%, DT40 TDP1 no CPT inconclusive and TDP1 block 5%.
Screening O=[N+]([O-])c1ccccc1S(=O)(=O)Nc1ccc(S(=O)(=O)N2CCCC2)cc1 returned KAT2A inh -3%, DT40 TDP1 no CPT -3% and TDP1 block 2%.
Cc1cc(C)n(-c2nc(C)nc3sc4c(c23)CCC(C)C4)n1 (centres undefined) was read as KAT2A inh -6%, DT40 TDP1 no CPT -13% and TDP1 block -1%.
Cc1cc(C)c(S(=O)(=O)Cc2ccccc2)c(Cl)n1 was read as KAT2A inh -3% and DT40 TDP1 no CPT -19%.
CN(C)c1ccc(-c2nc3ccccc3n2C)cc1 was read as KAT2A inh -7%, DT40 TDP1 no CPT 13µM* and TDP1 block 7%.
Screening CN(C(=O)c1cccc(NC(=O)c2cccs2)c1)c1ccccc1 returned KAT2A inh -5%, DT40 TDP1 no CPT -19% and TDP1 block 2%.
`CC(=O)Nc1ccc(N/C=C/C(=O)C(C)(C)C)cc1` gave KAT2A inh -3%, DT40 TDP1 no CPT -6% and TDP1 block 5%.
CCn1cc(Br)c(-c2nc3ccccc3c(=O)n2N)n1 was read as DT40 TDP1 no CPT -6% and TDP1 block 4%.
CC(C)n1nc(C(=O)Nc2nnc(C3CC3)s2)c2ccccc2c1=O was read as KAT2A inh -4%, DT40 TDP1 no CPT inconclusive and TDP1 block 6%.
Cc1nn(Cc2ccccc2)c(C)c1/C=N/NC(=O)c1ccncc1 was read as KAT2A inh -6%, DT40 TDP1 no CPT -19% and TDP1 block -1%.
Cc1ccc(N2CCN(C(=O)C3CCN(S(=O)(=O)c4ccc5c(c4)oc(=O)n5C)CC3)CC2C)cc1 (centres undefined) was read as KAT2A inh -1%, DT40 TDP1 no CPT 3.7µM* and TDP1 block 4%.
COc1ccc(C(=O)N/N=C/c2ccccc2C(=O)O)cc1OC was read as KAT2A inh -2%, DT40 TDP1 no CPT -20% and TDP1 block 2%.
Screening COc1ccc(-c2noc(CCCC(=O)NC3CCCCC3)n2)cc1OC returned KAT2A inh -2% and DT40 TDP1 no CPT -22%.
Cc1ccc(NC(=O)CS(=O)CC(=O)N(C(C)C(=O)NC2CCCCC2)C(C)(C)C)cc1 (centres undefined) was read as KAT2A inh -1%, DT40 TDP1 no CPT -13% and TDP1 block 4%.
For CCOC(=O)c1c(-c2ccccc2)csc1NC(=O)CSc1nc(C)cc(C)n1 the results were KAT2A inh -14%, DT40 TDP1 no CPT 23µM* and TDP1 block -3%.
`COc1ccc([N+](=O)[O-])cc1N(CC(O)CN(C)C)S(=O)(=O)c1ccc(C)cc1` (centres undefined) gave KAT2A inh 4%, DT40 TDP1 no CPT -10% and TDP1 block 0%.
`CC(=O)NCCNc1nc2c(-c3ccccc3)nnn2c2ccccc12` gave KAT2A inh -26% and DT40 TDP1 no CPT 8.2µM*.
O=C(Oc1ccc(OC(=O)c2ccco2)c(S(=O)(=O)c2ccc(Cl)cc2)c1)c1ccco1 was read as KAT2A inh -7%, DT40 TDP1 no CPT 16µM* and TDP1 block 3%.
`CCOc1cc(/C=N/N=C/c2ccc(O)c(OCC)c2)ccc1O` gave KAT2A inh 6% and DT40 TDP1 no CPT -8%.
For O=C(Nc1cc(Cl)cc(Cl)c1)c1ccc(Cn2c(=O)[nH]c3ccsc3c2=O)cc1 the results were KAT2A inh -2%, DT40 TDP1 no CPT inconclusive and TDP1 block -9%.
CCOc1ccccc1CN1C(=O)c2ccccc2C1C(=O)NC(C)CC (centres undefined) was read as KAT2A inh 2%, DT40 TDP1 no CPT -14% and TDP1 block 4%.
Screening CCOC(=O)c1c(C)nc2c(c1-c1cc(OC)ccc1OC)C(=O)c1ccccc1-2 returned KAT2A inh 4%, DT40 TDP1 no CPT -22% and TDP1 block 3%.
Screening C/C(=N/n1cnnc1)c1cccnc1 returned KAT2A inh 3%, DT40 TDP1 no CPT 7% and TDP1 block 2%.
`CCN1CCN(C(=O)c2cc3cc(Cl)ccc3[nH]2)CC1` gave KAT2A inh 5% and DT40 TDP1 no CPT -13%.
Screening COc1ccc(-c2sc3cc4c(cc3c2C#CC2(O)CCCCC2)OCO4)cc1 returned KAT2A inh -4%, DT40 TDP1 no CPT 21µM* and TDP1 block -6%.
Screening COc1ccccc1C(c1nnnn1C(C)(C)C)N1CCCc2ccccc21 (centres undefined) returned KAT2A inh -5%, DT40 TDP1 no CPT inconclusive and TDP1 block 0%.
For CC(C)(C)NC(=O)C(c1ccc(O)cc1)N(C(=O)Cn1nnc(-c2ccc(F)cc2)n1)c1ccccc1F (centres undefined) the results were KAT2A inh -14%, DT40 TDP1 no CPT 16µM* and TDP1 block 5%.
`c1nc2nc(Nc3ccc(N4CCOCC4)cc3)nc(NC3CCCCC3)c2[nH]1` gave KAT2A inh -12% and TDP1 block 25%.
CS(=O)(=O)c1ccc(NC(=O)C2CCCN(C(=O)c3ccc(Cl)cc3)C2)cc1 (centres undefined) was read as KAT2A inh -1%, DT40 TDP1 no CPT inconclusive and TDP1 block 3%.
For O=C(Cn1cc(C(F)(F)F)cc(Cl)c1=O)NCc1ccccc1 the results were KAT2A inh -14%, DT40 TDP1 no CPT 5% and TDP1 block 6%.
For CCS(=O)(=O)N1CCC(C(=O)NCCCN2CCN(c3ccccc3F)CC2)CC1 the results were KAT2A inh 0%, DT40 TDP1 no CPT 3% and TDP1 block 0%.
Screening CCn1ncc(CN2CCCC(CNC(=O)c3ccc(F)cc3)C2)c1C (centres undefined) returned KAT2A inh -6%, DT40 TDP1 no CPT 3% and TDP1 block 7%.
O=C(CN(Cc1ccco1)C(=O)c1cc(=O)[nH]c2ccccc12)Nc1ccccc1C(F)(F)F was read as KAT2A inh -19%, DT40 TDP1 no CPT -9% and TDP1 block 4%.
`Nc1ccc(C(=O)OCCc2ccccc2)cc1` gave KAT2A inh -6%, DT40 TDP1 no CPT inconclusive and TDP1 block -3%.
Screening COc1ccc(C(OC(=O)c2ccco2)C(=O)NCc2ccc(C)cc2)cc1 (centres undefined) returned KAT2A inh -17%, DT40 TDP1 no CPT 0% and TDP1 block 0%.
`CCOC(=O)N1CCN(CCC(=O)Nc2ccc(Br)c(C)c2)CC1` gave KAT2A inh -6%, DT40 TDP1 no CPT inconclusive and TDP1 block -5%.
Screening Cc1noc(C)c1C(=O)N1CCC2(CC1)Oc1ccc(F)cc1C(=O)C21CC(c2ccc(Cl)cc2)=NO1 (centres undefined) returned KAT2A inh -9%, DT40 TDP1 no CPT -19% and TDP1 block 4%.
Screening CSc1nc2n(n1)C(c1cc(Br)ccc1F)C(C(=O)N(C)C)=C(C)N2 (centres undefined) returned KAT2A inh -5%, DT40 TDP1 no CPT 4% and TDP1 block 6%.
For CCOC(=O)NC(Nc1nnc(SCC)s1)(C(F)(F)F)C(F)(F)F the results were KAT2A inh 0%, DT40 TDP1 no CPT inconclusive and TDP1 block 7%.
`Cc1c(NC(=O)c2ccc(COc3ccc4ccccc4c3)o2)c(=O)n(-c2ccccc2)n1C` gave KAT2A inh -2%, DT40 TDP1 no CPT 23µM* and TDP1 block 7%.
For Cc1cc(C(=O)OC(C)C(=O)Nc2cccc(S(=O)(=O)N3CCOCC3)c2)c(C)o1 (centres undefined) the results were KAT2A inh -23%[0.501 µM], DT40 TDP1 no CPT -31% and TDP1 block 5%.
`Cc1cccc(-c2nnn3c2nc(NCc2ccccc2)c2ccccc23)c1` gave KAT2A inh -4%, DT40 TDP1 no CPT 21µM* and TDP1 block -6%.

Brought forward from above: 5 entries; new compounds follow.
Screening CSc1nc2n(n1)C(c1cc(Br)ccc1F)C(C(=O)N(C)C)=C(C)N2 (centres undefined) returned KAT2A inh -5%, DT40 TDP1 no CPT 4% and TDP1 block 6%.
For CCOC(=O)NC(Nc1nnc(SCC)s1)(C(F)(F)F)C(F)(F)F the results were KAT2A inh 0%, DT40 TDP1 no CPT inconclusive and TDP1 block 7%.
`Cc1c(NC(=O)c2ccc(COc3ccc4ccccc4c3)o2)c(=O)n(-c2ccccc2)n1C` gave KAT2A inh -2%, DT40 TDP1 no CPT 23µM* and TDP1 block 7%.
For Cc1cc(C(=O)OC(C)C(=O)Nc2cccc(S(=O)(=O)N3CCOCC3)c2)c(C)o1 (centres undefined) the results were KAT2A inh -23%[0.501 µM], DT40 TDP1 no CPT -31% and TDP1 block 5%.
`Cc1cccc(-c2nnn3c2nc(NCc2ccccc2)c2ccccc23)c1` gave KAT2A inh -4%, DT40 TDP1 no CPT 21µM* and TDP1 block -6%.
For COC(=O)Cn1c(O)c(N=NC(=O)CNC(=O)COc2cccc(C)c2)c2ccccc21 the results were KAT2A inh -5%, DT40 TDP1 no CPT inconclusive and TDP1 block -3%.
For COc1ccc(NC(=O)NC2CCCc3ccccc32)cc1 (centres undefined) the results were KAT2A inh -3%, DT40 TDP1 no CPT -11% and TDP1 block 2%[56.1 µM].
`CCOc1ccc(CCNC(=O)CCSCc2cccc(Cl)c2)cc1OCC` gave KAT2A inh -2%, DT40 TDP1 no CPT 21µM* and TDP1 block 3%.
`CSc1ccc(S(=O)(=O)N2CCC(C(=O)NC3CC3)CC2)cc1` gave KAT2A inh -2% and DT40 TDP1 no CPT -19%.
Screening CC(=O)Nc1ccccc1OC(C)C(=O)N1CC(C)CC(C)C1 (centres undefined) returned KAT2A inh -13%, DT40 TDP1 no CPT 21µM* and TDP1 block 3%.
COCCn1nnnc1C(c1ccccc1)N1CCN(C)CC1 (centres undefined) was read as KAT2A inh 0%, DT40 TDP1 no CPT -2% and TDP1 block 2%.
Screening COc1ccc(Cl)cc1NC(=O)CSc1nc2sccc2c(=O)[nH]1 returned KAT2A inh -14%, DT40 TDP1 no CPT inconclusive and TDP1 block 3%.
`CCOC(=O)N/N=C1\CC(C)S(=O)(=O)c2ccc(Cl)cc21` (centres undefined) gave KAT2A inh -11%, DT40 TDP1 no CPT -30% and TDP1 block 3%.
Screening COC(=O)c1ccc(N(CC(=O)NC2CCCC2)C(=O)CNC(=O)c2cccs2)cc1 returned KAT2A inh 0%, DT40 TDP1 no CPT -1% and TDP1 block 3%.
CC(=O)C1=C(C)N(Cc2ccccc2)C(=O)N[C@@H]1c1cccc(C(F)(F)F)c1 was read as KAT2A inh -3%, DT40 TDP1 no CPT inconclusive and TDP1 block -5%.
Screening COc1ccc(CNC(=S)N/N=C/c2ccc(O)c(OC)c2)cc1 returned KAT2A inh -6%, DT40 TDP1 no CPT -21% and TDP1 block 7%.
CC(C)c1cc2c(cc1S(=O)(=O)O)[C@@]1(C)CCC[C@@](C)(C(=O)O)[C@@H]1CC2 was read as KAT2A inh -11% and DT40 TDP1 no CPT -18%.
For Cc1oc2ccc(OCc3ccc(Br)cc3)cc2c1C(=O)O the results were KAT2A inh -2% and DT40 TDP1 no CPT 2%.
CCCCN(Cc1ccco1)C(=O)c1cc2c(=O)[nH]c3ccc(C)cc3c2s1 was read as KAT2A inh -5%, DT40 TDP1 no CPT inconclusive and TDP1 block 2%.
For CN(C)S(=O)(=O)N(CC(=O)Nc1ccc(C(F)(F)F)cc1)c1ccccc1 the results were KAT2A inh -7%, DT40 TDP1 no CPT inconclusive and TDP1 block -3%.

Fetched one by one from the list above:
Screening COc1ccc(Cl)cc1NC(=O)CSc1nc2sccc2c(=O)[nH]1 returned KAT2A inh -14%, DT40 TDP1 no CPT inconclusive and TDP1 block 3%.
COCCn1nnnc1C(c1ccccc1)N1CCN(C)CC1 (centres undefined) was read as KAT2A inh 0%, DT40 TDP1 no CPT -2% and TDP1 block 2%.
`CCOC(=O)N/N=C1\CC(C)S(=O)(=O)c2ccc(Cl)cc21` (centres undefined) gave KAT2A inh -11%, DT40 TDP1 no CPT -30% and TDP1 block 3%.
